Screening data from PubChem.
Runt-SMMHC FRET: inhibitors of RUNX1 Runt–CBFb-SMMHC binding, primary screen, biochemical, FRET, Cerulean-Runt, Venus-CBFb-SMMHC, uHTS; AID 1434, 2008; inhibition, % at 20 µM; Cerulean-Runt/Venus-CBFb-SMMHC FRET ratio 530/480, 1 h; Runt-related transcription factor 1 (Homo sapiens) + Core-binding factor subunit beta …; actives 0.74% (n = 220,000);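 active = mean inhibition across duplicate retests at 20 µM reaching about 50%, limit read from the data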;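 also: 0% = DMSO wells and 100% = wells with excess untagged CBFb-SMMHC; inhibitors lower the FRET ratio by blocking Runt binding to CBFb-SMMHC; some results filed as inactive read as strong as hits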
TRPML3 ag: human TRPML3 channel agonists, primary screen, cell-based, HEK293 TRPML3-YFP, Fluo-8 calcium fluorescence, 3 µM; 100% = the carbachol control signal; activation, % at 3 µM; actives 0.29% (n = 220,000); AID 1448, 2008;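 active = activation above its plate's cutoff, the mean activation of the plate's test wells plus 3 SD, cut at about 12% in these data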;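 also: 0% = DMSO only wells and 100% = carbachol wells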
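Test system: HEK293 cells stably carrying human TRPML3-YFP; Doses: single dose, 3 µM final nominal compound, 0.3% DMSO final; Schedule: dye loading 1 h 37 °C then 30 min ambient, 125 s read; Technique: Fluo-8 calcium fluorescence; Benchmarks: high control carbachol 87 µM, low control DMSO.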
MDM2 E3 inh: MDM2-luciferase reporter signal enhancers, primary screen, MDM2 E3 ligase inhibitor project, cell-based, luminescence, 1536-well; E3 ubiquitin-protein ligase Mdm2 (Homo sapiens), Q00987; cell-based MDM2 ubiquitination luciferase reporter, 2 h; 0 = plate control, 100 = twice control, blank-subtracted; signal enhancement, % at 5 µM; actives 0.11% (n = 210,000); AID 1230, 2008;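 active = signal enhancement of 30% or more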;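 also: luminescence tracks abundance of the self-degrading MDM2-luciferase fusion protein; higher signal means inhibition of MDM2 E3 ligase activity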
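Test system: stable mammalian line carrying autodegrading MDM2–luciferase fusion reporter; quantity: 2000 cells in each well; times: 4 h cell settling then 2 h compound exposure, 37 °C; detection: luminescence with SteadyLite reagent, 15 min at room temperature; evaluation: percent signal gain over controls, blank-subtracted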
EBV gp42 inh: Epstein-Barr virus gp42 inhibitors, primary screen, biochemical, uHTS, fluorescence polarization; Glycoprotein 42 (Epstein-Barr virus (strain AG876)), Q1HVG2; Fluorescence polarization binding assay, mP read-out; inhibition, % (tested at 21.74 µM); actives 0.42% (n = 220,000); AID 1085, 2008; in the data active = inhibition above about 50%
Target sequence (Q1HVG2 whole entry, looked up): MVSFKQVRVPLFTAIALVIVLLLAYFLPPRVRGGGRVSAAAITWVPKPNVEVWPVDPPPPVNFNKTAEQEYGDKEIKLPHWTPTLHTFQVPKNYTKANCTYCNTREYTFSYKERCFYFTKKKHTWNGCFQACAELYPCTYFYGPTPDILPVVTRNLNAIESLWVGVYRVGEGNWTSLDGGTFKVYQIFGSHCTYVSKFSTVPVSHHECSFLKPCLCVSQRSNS
CHOP inhibitor: inhibitors of CHOP promoter induction, primary screen, cell-based, unfolded protein response, luciferase reporter. CHO-K1 CHOP-promoter luciferase, tunicamycin-induced, 15-18 h. inhibition, % at 10 µM. actives 3.8% (n = 220,000). AID 2732, 2010;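 active = compounds that reduced the stress-induced luciferase reporter signal by more than about 70% of percent inhibition, limit read from the data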;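 also: 0% = tunicamycin plus vehicle and 100% = wells without tunicamycin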
TNF necrop inh: inhibitors of TNF-alpha triggered necroptosis, primary screen, cell-based, Jurkat FADD-/-, single concentration. Jurkat FADD-/- TNF necroptosis rescue, ATP luminescence, 24 h; 0 = TNF only, 100 = no-TNF cells. activation (protection from cell death), % at 10 µM. actives 0.068% (n = 220,000). AID 463075, 2010;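 active = activation, meaning protection from cell death, of at least 50% relative to plate controls; inactive = activation below 50%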;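 also: necroptosis triggered by 40 ng/mL TNF-alpha added together with compound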
PPC-1+TRAIL kill: compounds killing PPC-1 cancer cells with TRAIL present, primary screen, TRAIL potentiator project, ATPLite luminescence, uHTS; cell killing (% activity), % at 4 µM; PPC-1 cells + TRAIL, ATPLite viability luminescence; actives 0.41% (n = 220,000);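 active = cell killing above 50% in the first pass at 4 µM, then a duplicate retest at 5 µM averaging 50% or more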;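 also: plate controls were cells with TRAIL plus DMSO for no effect and medium-only wells lacking cells for full effect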
p47phox inh: p47phox/p22phox peptide binding inhibitors, primary screen, biochemical, uHTS, NADPH oxidase regulatory subunit. fluorescence polarization, 2 h. inhibition, % at 24.7 µM. actives 0.53% (n = 220,000);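 active = inhibition above about 30%, limit read from the data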;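 also: 0% = p47phox with labelled peptide and 100% = labelled peptide alone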
Target sequence (P14598 whole entry, looked up): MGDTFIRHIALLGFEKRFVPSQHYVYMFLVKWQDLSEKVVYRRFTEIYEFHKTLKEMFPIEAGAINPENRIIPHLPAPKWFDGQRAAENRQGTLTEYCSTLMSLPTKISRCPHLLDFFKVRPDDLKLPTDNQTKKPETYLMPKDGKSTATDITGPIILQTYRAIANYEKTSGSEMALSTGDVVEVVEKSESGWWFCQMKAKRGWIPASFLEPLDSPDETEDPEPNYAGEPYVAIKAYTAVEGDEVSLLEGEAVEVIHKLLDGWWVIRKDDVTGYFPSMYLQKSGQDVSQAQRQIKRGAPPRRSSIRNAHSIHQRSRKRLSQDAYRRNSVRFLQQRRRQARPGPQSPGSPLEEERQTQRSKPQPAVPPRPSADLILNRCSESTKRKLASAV
zfTRPN1 agonist: zebrafish TRPN1 channel agonists, primary screen, cell-based, HEK293, calcium fluorescence | transient receptor potential cation channel N1 (TRPN1/NompC), Danio rerio | HEK293 zebrafish TRPN1-YFP, Fluo-8 calcium fluorescence; 100% = response to 87 µM carbachol | activation, % at 3 µM | actives 0.18% (n = 220,000) | AID 1424, 2008;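 active = activation above its plate's cutoff, the mean activation of test wells on that plate plus 3 SD, cut at about 19% in these data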;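 also: 0% = DMSO alone and 100% = 87 µM carbachol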
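System: zebrafish TRPN1-YFP in HEK293 cells / Dosing: 3 µM single point / Timing: dye loading 1 h at 37 °C, then 30 min room temperature / Signal: Fluo-8 calcium fluorescence, excitation 470-495 nm, emission 515-575 nm / Read-out basis: percent activation from peak over basal fluorescence ratio, control-normalized / Control set: high carbachol 87 µM, low DMSO alone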
Starred values were filed as active, the others as inactive; . = not tested or not shown; [ ] = remark or other dose. No enrichment for hits. Share with any hit: about 5.9%.

SMILES | Runt-SMMHC FRET | TRPML3 ag | MDM2 E3 inh | EBV gp42 inh | CHOP inhibitor | TNF necrop inh | PPC-1+TRAIL kill | p47phox inh | zfTRPN1 agonist
O=C(CSCc1ccccc1Cl)NCCSc1ccccn1 | 5 | -0.8 | 15 | -18 | -10 | 1.1 | -14 | -7 | -1.6
Cc1cc(NC(=O)CN2C(=O)CCSc3ccccc32)no1 | 3 | 0.1 | -5 | 3 | 13 | 0.3 | 16 | -5 | 0.0
Cn1c(SCc2ccc([N+](=O)[O-])cc2)nnc1-c1cccnc1 | 2 | 0.2 | -4 | -2 | -5 | -0.6 | -3 | 1 | -0.1
COc1ccc(S(=O)(=O)Nc2ccccc2OC)cc1C | 1 | 1.6 | -1 | -2 | 36 | -1.8 | -9 | -6 | 0.4
CC(=O)Nc1nnc(CSCc2ccccc2F)s1 | 2 | 2.9 | -10 | -4 | 10 | 1.7 | 0 | 1 | 2.2
Oc1ccc(Cl)cc1C(C#Cc1ccccc1)N1CCOCC1 (centres undefined) | -4 | 0.6 | -6 | 6 | 4 | -11 | 22 | -14 | -0.7
Cc1csc(NC(=O)c2cc(C)nc3ccccc23)n1 | 8 | 0.4 | -28 | -12 | 26 | -0.2 | 27 | -1 | 2.8
CCn1c(C)cc(/C=C2\SC(=O)N(CC(=O)Nc3ccc(C)c(C)c3)C2=O)c1C | -25 | 0.8 | -8 | -17 | 93* | 0.7 | 15 | -14 | 0.1
CC(C)Oc1nc(-c2ccccc2O)nc2ccccc12 | -4 | 0.1 | -7 | -20 | 12 | 1.1 | 5 | -11 | 1.2
O=C(/C=C/c1ccc(Cl)cc1Cl)N(Cc1ccc(Cl)cc1)C1CCS(=O)(=O)C1 (centres undefined) | 3 | -0.2 | 5 | 0 | 79* | 3.8 | 26 | -15 | -1.0

Eight compounds out of the list, arranged by molar mass, lowest first.
SMILES | Runt-SMMHC FRET | TRPML3 ag | MDM2 E3 inh | EBV gp42 inh | CHOP inhibitor | TNF necrop inh | PPC-1+TRAIL kill | p47phox inh | zfTRPN1 agonist
CC(C)Oc1nc(-c2ccccc2O)nc2ccccc12 | -4 | 0.1 | -7 | -20 | 12 | 1.1 | 5 | -11 | 1.2
Cc1csc(NC(=O)c2cc(C)nc3ccccc23)n1 | 8 | 0.4 | -28 | -12 | 26 | -0.2 | 27 | -1 | 2.8
CC(=O)Nc1nnc(CSCc2ccccc2F)s1 | 2 | 2.9 | -10 | -4 | 10 | 1.7 | 0 | 1 | 2.2
COc1ccc(S(=O)(=O)Nc2ccccc2OC)cc1C | 1 | 1.6 | -1 | -2 | 36 | -1.8 | -9 | -6 | 0.4
Cc1cc(NC(=O)CN2C(=O)CCSc3ccccc32)no1 | 3 | 0.1 | -5 | 3 | 13 | 0.3 | 16 | -5 | 0.0
Cn1c(SCc2ccc([N+](=O)[O-])cc2)nnc1-c1cccnc1 | 2 | 0.2 | -4 | -2 | -5 | -0.6 | -3 | 1 | -0.1
Oc1ccc(Cl)cc1C(C#Cc1ccccc1)N1CCOCC1 (centres undefined) | -4 | 0.6 | -6 | 6 | 4 | -11 | 22 | -14 | -0.7
CCn1c(C)cc(/C=C2\SC(=O)N(CC(=O)Nc3ccc(C)c(C)c3)C2=O)c1C | -25 | 0.8 | -8 | -17 | 93* | 0.7 | 15 | -14 | 0.1

The list goes on.
SMILES | Runt-SMMHC FRET | TRPML3 ag | MDM2 E3 inh | EBV gp42 inh | CHOP inhibitor | TNF necrop inh | PPC-1+TRAIL kill | p47phox inh | zfTRPN1 agonist
CCC(=O)N1c2ccc(S(=O)(=O)CCC(=O)N3CCN(c4ccccc4)CC3)cc2CC1C (centres undefined) | 1 | 0.2 | -14 | -6 | 22 | 0.9 | -27 | -7 | 2.1
COCCNC(=O)C(c1cccs1)N(C(=O)Cn1nnc2ccccc21)c1ccccc1 (centres undefined) | -6 | 1.2 | -2 | -16 | -7 | -0.1 | 20 | -3 | -0.9
CCCC(=O)NCCc1cc(OC)c(OC)cc1Br | 0 | 0.9 | -11 | -9 | -5 | 1.9 | 17 | 5 | 1.3
O=C(NCc1ccc2c(c1)OCO2)c1nn2cccnc2c1Cl | -2 | 0.0 | -17 | 1 | 8 | 0.9 | 11 | 1 | -0.6
CCn1c(CN2CCN(c3ccc(Cl)cc3)CC2)nc2ccccc21 | -3 | -0.9 | . | 5 | 59 | -2.6 | 14 | -22 | 0.2
CCc1c(C)c(C#N)c2nc3ccccc3n2c1Cl | -31 | 0.5 | 44* | -19 | 110* | -17 | 60* | 1 | -0.4
CN(CC(=O)Nc1sc2c(c1C#N)CCCCC2)Cc1nc2ccccc2c(=O)[nH]1 | 52 | 0.7 | 5 | 4 | 50 | 0.7 | 16 | -17 | 0.3
CC(C)(C)OC(=O)N1CCC[C@H]1C(=O)N/N=C/c1ccc2nccnc2c1 | 2 | 0.7 | -5 | -3 | 26 | -7.0 | 0 | 11 | 0.8
CC12CCC(C(=O)O)(c3nc4cc([N+](=O)[O-])ccc4nc31)C2(C)C (centres undefined) | 0 | -0.4 | -6 | 1 | 17 | -0.1 | 15 | -1 | 0.6
CCOC(=O)c1oc2nc(CC(C)C)c3c(c2c1N)CCC3 | -2 | -0.2 | -12 | -7 | 23 | -0.4 | -2 | -7 | -1.1
Cc1ccc(S(=O)(=O)N2CCN(C(=O)c3cc(=O)c4ccccc4o3)CC2)cc1 | -3 | 0.4 | -5 | 3 | 2 | 2.7 | 6 | 7 | -1.5
CCCc1cc(C(=O)Cc2ccc(F)cc2)c(O)cc1O | -3 | 0.1 | -6 | 1 | 100* | -0.6 | 10 | -12 | -1.0
Cc1ccc(NC(=O)CS(=O)CC(=O)N(c2ccccc2)C(C)C(=O)NC2CCCC2)cc1 (centres undefined) | 2 | -0.7 | -13 | -12 | 26 | -2.8 | 11[5 µM] | -12 | -1.5
COc1ccc(/C=N/NC(=O)CCn2nnc3ccccc32)cc1 | 4 | 0.3 | -8 | -6 | -2 | 0.4 | 15 | 11 | 0.5
O=c1c2c3c(sc2nc(N2CCNCC2)n1CCc1ccccc1)CCCCC3 | 0 | 0.8 | -4 | -9 | 53 | -2.0 | 22 | -17 | -1.1
Cn1cnnc1SCc1ccc(C(=O)O)cc1 | 1 | -0.1 | 14 | -8 | 19 | -0.6 | 5 | -5 | 0.8
Nc1nc2c(s1)CC(c1ccccc1)CC2 (centres undefined) | 2 | 2.1 | -18 | 2 | 36 | -7.8 | 4 | -3 | 5.0
N#C/C(C(=O)NCc1ccccc1)=C1/N=C(NC(=O)c2cccs2)c2ccccc21 | -12 | 1.1 | -13 | -17 | 28 | -6.1 | 6 | -39 | 0.1
Cc1ccc(C(=O)Nc2ccc(N3CCN(C)CC3)nc2)cc1 | -5 | 1.2 | -7 | 8 | -10 | 2.4 | 2 | 0 | 1.9
O=C(NCCC1=CCCCC1)C1CCN(c2nc3ccccc3o2)CC1 | 3 | 0.9 | -19 | 3 | 37 | -0.2 | 17 | -5 | 0.0
O=C(CSC1=Nc2ccccc2C2=NC(CC(=O)NC3CCCCC3)C(=O)N12)NCc1ccco1 (centres undefined) | -6 | -0.1 | -2 | -14 | 1 | -0.5 | 21 | -7 | 0.4
Cc1csc(SCC(=O)Nc2sccc2C(N)=O)n1 | -6 | 1.7 | -15 | 5 | -6 | 1.3 | 26 | -14 | 2.8
CC(=O)c1ccccc1OC(=O)COc1ccc(Cl)cc1C | -2 | 0.4 | -6 | 5 | 5 | -0.3 | -18 | -16 | -0.1
Cc1cc(C(=O)CSc2nc(N)cc(=O)[nH]2)c(C)n1Cc1ccco1 | -5 | 0.4 | . | 9 | 4 | -5.7 | 0 | -9 | 1.6
O=C(O)c1cc2nccc(-c3ccc(F)cc3)n2n1 | -37 | 0.4 | 6 | -8 | 19 | -1.0 | 22 | 7 | 1.0
Cc1cc(NC(=O)CN(C)C)c([N+](=O)[O-])cc1C | 0 | 0.0 | -11 | -2 | 4 | 0.2 | -9 | 2 | 0.6
COc1cccc(CC2(CO)CCCN(Cc3cn[nH]c3C3CCCCC3)C2)c1 (centres undefined) | 4 | 0.1 | -10 | 4 | 8 | 1.5 | -2 | -7 | -0.9
COC(=O)c1ccccc1NC(=O)c1c(O)c2c([nH]c1=O)CCCC2 | -3 | 1.0 | -5 | -13 | 44 | 0.6 | 26 | -4 | 0.4
O=C(NCCO)/C(=C\c1ccco1)NC(=O)c1cccs1 | -3 | 0.5 | -7 | 4 | -4 | 0.0 | 6 | 0 | 1.8
COc1ccc(-c2csc(NC(=O)c3ccc(S(C)(=O)=O)cc3)n2)cc1 | -8 | 2.8 | -92 | 11 | -26 | 0.2 | 15 | -9 | 14
Cc1ccc(S(=O)(=O)N2CCCCC2)cc1C(=O)OCC(=O)NC(=O)NC12CC3CC(CC(C3)C1)C2 | 4 | 3.1 | -7 | -1 | 17 | 3.8 | -2 | -6 | -0.6
Cc1cc(Oc2ccc(Cl)cc2)nc(SCC(=O)c2ccccc2)n1 | 0 | -0.3 | -9 | -1 | 70* | -0.2 | -12 | 0 | -1.1
O=C1CCN(CCc2ccccc2)CCN1[C@H](CSc1ccc(Br)cc1)c1ccccc1 | -1 | . | 10 | -39 | 25 | 0.3 | 9 | -58 | .
NC(=O)c1cccn(Cc2ccc(C(F)(F)F)cc2)c1=O | 3 | 0.1 | 11 | -13 | 2 | -1.2 | 1 | 5 | 0.3
COc1cc(C(=O)NC(c2ccccc2)c2ccccc2)cc(Cl)c1OC | 2 | 0.2 | -5 | -12 | 28 | 1.6 | 18 | -4 | -1.4
Cc1c(N=C2SCC(=O)N2/N=C\c2ccc(Br)cc2)c(=O)n(-c2ccccc2)n1C | -3 | 0.6 | -28 | 0 | 9 | -1.1 | 11 | -11 | 1.1
